# PGK inhibitor: qHTS Assay to Find Inhibitors of Phosphoglycerate Kinase. 380,000 compounds, 0.043% hits. Potency, µM (series often up to 57.5 µM), without a hit: at the highest dose activity change, negative = inhibition, hits mostly inhibitors. PGK/GAPDH coupled, Kinase-Glo luminescence, 60 min; further: potency means the concentration at half of the fitted maximal effect; on the % scale 0 is the no-effect control and ±100 the full control effect; nearly all actives have a fitted effect of over 60% in size
#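 Recombinant glycosomal PGK reaction used 1,3-bisphosphoglycerate generated in-well by GAPDH (100nM final) in 100mM TEA pH 7.6, 5mM MgCl2, 0.01% Tween-20. After 60 minutes at room temperature, ATP was read by Kinase-Glo Plus luminescence end-point.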
# HP1b binding inh: HTS for Inhibitors of HP1-beta Chromodomain Interactions with Methylated Histone Tails; 390,000 compounds, 0.56% hits; AID 540317, 2011; Chromobox protein homolog 1 (Homo sapiens), P83916; AlphaScreen HP1-beta / biotin-H3K9me3 peptide binding; Potency, µM (titrated, usually from 114 µM), without a hit: at the top dose activity change, negative = inhibition, hits mostly inhibitors; further: potency means the concentration at half of the fitted maximal effect; nearly all actives have a fitted effect of over 70% in size; inactives centre near 23
#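 AlphaScreen: HP1-beta (50 nM) preformed 30 min with biotin-H3(1-18)K9me3 peptide (50 nM) in PBS pH 7.4, 0.01% Tween-20. Compound added for 30 min at RT, then streptavidin donor/nickel chelate acceptor beads (10 ug/mL) for 30 min.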
# IDH1 R132H inh: qHTS for Inhibitors of mutant isocitrate dehydrogenase 1 (IDH1): qHTS. IDH1-R132H enzyme, NADPH consumption, diaphorase/resazurin fluorescence. Potency, µM (top dose mostly 76.6 µM), for the others: at the top dose activity change, negative = inhibition, usual class: inhibitors. 390,000 compounds, 0.093% hits; further: potency means the concentration at half of the fitted maximal effect; on the % scale 0 is the no-effect control and ±100 the full control effect; nearly all actives have a fitted effect of over 65% in size
#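 IDH1-R132H (0.5 ug/mL) preincubated 30 min with compound, then NADPH (0.016 mM) and alpha-KG (2 mM) added; 80 min at RT, pH 7.5. Remaining NADPH coupled via diaphorase/resazurin to fluorescence (540/590 nm); concentration-response curves normalized to no-enzyme control.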
# USP1 inh: Inhibitors of USP1/UAF1: Primary Screen | Ubiquitin carboxyl-terminal hydrolase 1 (Homo sapiens), O94782 | AID 743255, 2014 | 390,000 compounds, 0.23% hits | Potency, µM (top dose mostly 57.1 µM), for inactives: at the top dose activity change, negative = inhibition, actives largely listed as inhibitors | recombinant USP1/UAF1, Ub-Rhodamine cleavage fluorescence; further: potency means the concentration at half of the fitted maximal effect; on the % scale 0 is the no-effect control and ±100 the full control effect; nearly all actives have a fitted effect of over 60% in size; inactives centre near -12
# Target sequence (O94782 whole entry, looked up): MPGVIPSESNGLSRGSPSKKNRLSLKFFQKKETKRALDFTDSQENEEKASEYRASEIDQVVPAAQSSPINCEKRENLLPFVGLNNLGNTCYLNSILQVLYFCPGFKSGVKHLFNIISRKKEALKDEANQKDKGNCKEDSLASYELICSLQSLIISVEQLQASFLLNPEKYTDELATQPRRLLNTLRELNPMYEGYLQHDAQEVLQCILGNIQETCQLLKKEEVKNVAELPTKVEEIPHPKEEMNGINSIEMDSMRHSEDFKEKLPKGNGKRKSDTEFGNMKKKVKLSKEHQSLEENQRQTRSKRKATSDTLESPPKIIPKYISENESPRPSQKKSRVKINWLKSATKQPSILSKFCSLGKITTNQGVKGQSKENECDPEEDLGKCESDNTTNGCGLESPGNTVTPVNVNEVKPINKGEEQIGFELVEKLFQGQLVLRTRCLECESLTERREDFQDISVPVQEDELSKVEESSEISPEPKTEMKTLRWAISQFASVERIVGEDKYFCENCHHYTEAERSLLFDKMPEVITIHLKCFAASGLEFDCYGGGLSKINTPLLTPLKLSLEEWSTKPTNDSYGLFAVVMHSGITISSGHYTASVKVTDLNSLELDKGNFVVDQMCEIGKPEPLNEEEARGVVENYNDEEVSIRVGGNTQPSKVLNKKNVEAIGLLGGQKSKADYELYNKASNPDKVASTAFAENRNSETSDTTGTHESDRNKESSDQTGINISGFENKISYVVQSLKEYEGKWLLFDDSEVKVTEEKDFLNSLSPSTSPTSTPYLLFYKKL
#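 USP1/UAF1 complex at 1 nM was preincubated with compound for 15 min at room temperature, then Ub-Rho substrate (150nM final) was added. Fluorescence (480/540 nm) was read kinetically, 6 reads every 60 seconds.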
# TrxR1 substrate: qHTS Assay for Substrates of Mammalian Selenoprotein Thioredoxin Reductase 1 (TrxR1): qHTS; Thioredoxin reductase 1, cytoplasmic (Rattus norvegicus), O89049; purified TrxR1 substrate turnover, NADPH consumption readout; Potency, µM (titrated, usually from 114 µM), for the others: at the top dose activity change, negative = substrate turnover; 390,000 compounds, 0.01% hits; further: potency means the concentration at half of the fitted maximal effect; on the % scale 0 is the no-effect control and ±100 the full control effect; nearly all actives have a fitted effect of over 50% in size
#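 Rat TrxR1, dispensed at 90 nM, was prereduced with 400 uM NADPH (final) for 5 min at ~22 deg C, then incubated with compound 15 min before 400 uM selenite. A first-read NADPH fluorescence drop versus no-compound background flagged substrates.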
# Pin1 inh: qHTS Assay to Find Inhibitors of Pin1 | 390,000 compounds, 0.009% hits | Pin1 FP peptide displacement, HiFluor488, 10 min | Potency, µM (titrated, usually from 115 µM), inactives show at the highest dose activity, negative = inhibition, most hits filed as inhibitors | Peptidyl-prolyl cis-trans isomerase NIMA-interacting 1 (Homo sapiens), Q13526; active means well fitted inhibition curve with a large enough effect in the polarisation, with a control signal flat, not every such curve was filed as active; inconclusive means small, poorly fitted or top-dose-only effect, or effect the other way, or a change in a side signal; inactive means no such curve, though single readings can be large or run the other way; the % refers to the polarisation; further: potency means the concentration at half of the fitted maximal effect; on the % scale 0 is the no-effect control and ±100 the full control effect
# Target sequence (Q13526 whole entry, looked up): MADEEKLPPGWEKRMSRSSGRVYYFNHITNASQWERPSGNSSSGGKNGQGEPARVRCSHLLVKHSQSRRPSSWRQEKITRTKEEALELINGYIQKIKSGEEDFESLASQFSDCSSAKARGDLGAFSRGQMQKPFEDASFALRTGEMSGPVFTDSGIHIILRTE
# PI4K2A inh: qHTS for small molecular inhibitors of PI4K2A; Phosphatidylinositol 4-kinase type 2-alpha (Homo sapiens), Q9BTU6; purified PI4K2A, ADP-Glo luminescence, 1 h; active compounds read low; activity change, negative = inhibition, % at 76.9 µM; 420,000 compounds, 0.13% hits; in the data active means activity change below about -50%; inconclusive means mostly about -30% to -49%;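 further: -100% = wells without enzyme as full effect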
#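 In this quantitative HTS, ADP production by PI4K2A was quantified luminescently after 1 h at ambient temperature; 100 microM adenosine served as plate-quality control.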
# TrxR1 inh: qHTS Assay for Inhibitors of Mammalian Selenoprotein Thioredoxin Reductase 1 (TrxR1): qHTS; recombinant rTrxR1, NADPH fluorescence consumption, selenite substrate; Potency, µM (highest dose often 114 µM), without a hit: at the top dose activity change, negative = inhibition, actives largely listed as inhibitors; 390,000 compounds, 1% hits; further: potency means the concentration at half of the fitted maximal effect; on the % scale 0 is the no-effect control and ±100 the full control effect; nearly all actives have a fitted effect of over 65% in size
#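 Rat TrxR1 (90 nM in the dispensed reagent) was pre-reduced with 400 uM NADPH for 5 min at room temperature, then incubated with compound for 15 min. After 400 uM selenite was added, NADPH fluorescence (Ex 340/Em 450 nm) was followed for 8 min.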
# GLS inh: qHTS for Inhibitors of Glutaminase (GLS). GLS enzymatic activity, qHTS titration. Potency, µM (doses to about 45.5 µM), for inactives: at the top dose activity change, negative = inhibition, hits mostly inhibitors. 410,000 compounds, 0.21% hits. AID 624170, 2012; further: potency means the concentration at half of the fitted maximal effect; on the % scale 0 is the no-effect control and ±100 the full control effect
#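 Assay buffer: 45 mM KH2PO4 pH 8.2, 0.02% Tween-20. hKGA acts on L-glutamine (1 mM solution added); product glutamate is reported by an oxidase/peroxidase Amplex Red coupling, with fluorescence taken at baseline and 30 min.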
# An asterisk follows results filed as active; i = inactive; ? = inconclusive; . = no result given; [ ] = dose if it differs, or a comment. Unless noted, the call rests on the fitted dose curve; in most records, active means well fitted curve in the direction sought with a large enough effect; inconclusive means small, poorly fitted or top-dose-only effect, or another doubt; inactive means no such curve, though single readings can be large; an effect the other way counts as inactive or inconclusive.
SMILES,PGK inhibitor,HP1b binding inh,IDH1 R132H inh,USP1 inh,TrxR1 substrate,Pin1 inh,PI4K2A inh,TrxR1 inh,GLS inh
COc1ccc(CCNC(=O)c2c(-c3ccccc3Cl)noc2C)cc1,-7.9%,21.9%,4.1%,?,11.4%,-4.0%,1.0,20.6%,-0.5%
Nc1ccc2c(c1)C(=O)N(c1cccc3ccccc13)C2=O,-4.6%,102.2%[activator],5.8%,-10.2%,-0.7%[57.1 µM],-7.5%,4.0,8.9%[57.1 µM],31.6%[activator]
O=c1c2cccnc2[nH]c(=S)n1Cc1ccccc1,-2.0%,30.0%,21.1%,-18.9%,5.7%[57.1 µM],-0.4%,5.5,7.7%[57.1 µM],3.3%
CCN(CC)C(=O)c1cnn(-c2ccccc2)c1NC(=O)c1cccc(F)c1,1.4%,6.5%,2.5%,-8.9%,7.1%[57.1 µM],9.7%,2.1,14.0%[57.1 µM],5.3%
O=C(NCc1ccncc1)c1cccc(S(=O)(=O)N2CCc3ccccc32)c1,2.0%,31.8%,-1.6%,-16.2%,1.2%,-1.8%,-4.6,-3.9%,10.8%
Cc1ccc(C(=O)COC(=O)CNC(=O)c2cccs2)cc1,-0.3%,43.6%[activator],5.7%,-16.6%,0.1%,5.4%,-5.5,8.3%,-9.2%
COc1ccc(C(CNC(=O)c2cccc(NS(=O)(=O)c3ccccc3)c2)N2CCCC2)cc1 (stereo unspecified),-9.8%,33.8%,3.1%,-18.0%,-8.3%,2.9%,1.8,7.9%,-1.2%
COc1ccc(CN2CC[C@H]3C=CCc4cccc(c43)C2)cc1,i,-12.2%,-3.6%[38.3 µM],-14.4%,-10.6%,0.5%,-3.5,-7.6%,21.3%
O=C(O)Cn1nc(C(F)(F)F)c2c1CCCCC2,i,64.7%[activator],0.9%,-15.5%,2.2%,-1.8%,2.9,-2.2%,2.1%
O=C(NC1CC1)c1cccc2c1C(=O)c1ccc(N3CCC(N4CCCCC4)CC3)cc1S2(=O)=O,0.8%,.,-7.6%,?,.,.,1.6,.,-2.1%
CCOc1ccc(S(=O)(=O)NCC(=O)OCc2nnc(-c3ccccc3)o2)cc1,-6.5%,34.4%,-3.3%,-16.1%,-0.5%,5.0%,-5.4,24.4%,6.9%
O=C(CSc1nc(=O)n2ccccc2n1)NCCc1ccccc1,9.6%,-0.1%,0.0%,-4.6%,-1.1%[57.1 µM],-0.1%,4.2,-0.7%[57.1 µM],1.8%
COc1ccc(NC(=O)Nc2c[nH]c(=O)[nH]c2=O)cc1OC,i,94.4%[activator],-5.2%,-9.6%,-7.4%[57.1 µM],-13.4%,1.0,-12.3%[57.1 µM],26.3%
CCc1ccccc1NC(=O)CN1CCN(C(=O)c2cccc(-n3cnnn3)c2)CC1,-1.6%,34.4%,2.8%,-8.4%,5.4%,2.0%,-5.6,10.3%,1.1%
Cc1ccc(CNC(=O)CSc2nc3ccsc3c(=O)n2Cc2ccc(C(=O)O)cc2)cc1,-2.1%,38.8%,-1.1%,-9.0%,-16.3%,-0.3%,-4.0,-11.2%,4.2%
Cc1cccc(-c2noc(CN(C(=O)c3ccc4c(c3)OCO4)C(C)C)n2)c1,-3.1%,11.2%,1.2%,-17.6%,-0.1%[57.1 µM],2.8%,-3.7,5.7%[57.1 µM],16.2%
COc1ccc(Cc2nnc(Nc3ccc4c(c3)OCCO4)[nH]c2=O)cc1,-8.3%,14.7%,-5.3%,-18.8%,3.4%,-5.7%,-1.0,7.5%,5.3%
O=[N+]([O-])c1cccc(N/N=C/c2cc([N+](=O)[O-])ccc2O)c1,6.4%,7.0%,-1.5%,-21.8%,-8.1%,0.2%,1.6,11.9%[57.1 µM],-22.7%
COc1ccc(-c2noc(C3CCCN(C(=O)Nc4ccccc4)C3)n2)cc1 (stereo unspecified),-3.0%,44.9%[activator],12.3%,-23.9%,-7.4%,2.4%,3.4,7.7%,-6.7%
CCOC(=O)c1c(C)[nH]c(CCC(=O)NCCCN2CCN(c3ccccc3F)CC2)c1C,0.0%,9.5%[57 µM],-7.9%,-14.8%,-2.1%[57.1 µM],-0.4%,2.2,9.0%[57.1 µM],0.4%
O=C(COC(=O)C1COc2ccccc2O1)NC1CCS(=O)(=O)C1 (stereo unspecified),0.4%,46.7%[activator],2.5%,-16.6%,2.0%,3.3%,-1.5,9.9%,-13.9%
O=C(CSc1nnc(C2CCCCC2)n1-c1ccccc1)NCc1ccco1,1.4%,11.3%,-3.4%,-12.4%,12.9%,3.4%,-0.4,12.6µM*,20.4%
Cc1cc(N2CCN(C)CC2)n2nc(-c3ccc(Cl)cc3)nc2n1,-1.9%,18.4%,0.4%,?,0.5%[57.1 µM],-0.2%,-1.0,8.2%[57.1 µM],-1.4%
CC(=O)Nc1cccc(NC(=O)c2ccccc2OCc2c(C)noc2C)c1,-2.3%,19.2%,0.6%,-24.9%,-10.2%,-4.1%,-6.1,-9.0%,-11.6%
Cc1ccc(Cl)cc1NC(=S)N1CCCCCC1,0.3%,27.3%,1.7%,-1.8%,-6.0%,0.7%,3.4,-15.9%,-0.8%
SMILES,PGK inhibitor,HP1b binding inh,IDH1 R132H inh,USP1 inh,TrxR1 substrate,Pin1 inh,PI4K2A inh,TrxR1 inh,GLS inh
CCCCCCC(C)n1[nH]c(=O)c2c(C)cc(C)nc21 (stereo unspecified),2.3%,10.1%,4.3%,-7.6%,-0.3%,3.3%,2.4,4.5%,?
CCN(CC)CCNc1nc(-c2ccco2)c2c(c1C#N)CC(C)(C)OC2,2.9%,23.6%,3.0%,-21.6%,77.0%[activator],-0.7%,-0.4,4.2%,0.5%
Cn1cc(CN(CCCN2CCOCC2)C(=S)Nc2cccc(Cl)c2)c2ccccc21,-6.9%,-23.6%,2.8%,-8.1%,-5.2%,11.3%,0.8,6.2%,18.0%
CC(Sc1nnnn1C)C(=O)NC1CCCc2ccccc21 (stereo unspecified),10.9%,48.2%[activator],-9.8%,-9.6%,2.6%,-8.3%,-1.3,3.5%,-0.5%
O=C(O)c1ccccc1C(=O)Nc1c(-c2ccccc2)nc2ccccn12,3.8%,30.5%,-6.4%,-1.3%,-2.3%,-7.9%,-0.4,15.3%,23.1%
COc1cc(-c2ccccc2)[nH]c(=S)n1,-5.9%,58.0%[activator],1.2%,-29.2%,3.7%,-0.2%,-9.9,2.6%,-15.4%
CCOC(=O)C1CCN(C(=O)COC(=O)c2ccccc2OCC)CC1,12.3%,15.3%,0.4%,-3.7%,1.7%,-0.9%,1.5,8.9%,3.5%
Cc1ccccc1CNC(=O)C1CCN(c2nnc(C)c3c(C)n(-c4ccccc4)nc23)CC1,i,58.9%[activator],-5.5%,-19.8%,5.7%,-0.4%,-1.4,19.5%,-14.6%
COc1ccc(NS(=O)(=O)NC(=O)c2c[nH]c3ccccc23)cc1,2.0%,58.4%[activator],-8.0%,-26.3%,-13.9%,1.8%,-2.5,-18.0%,-8.9%
NC(=O)[C@H]1CC2(CC(c3cccc(NC(=O)c4ccccc4)c3)=NO2)CN1C(=O)[C@H]1CCC(=O)N1 (stereo partly specified),-9.5%,48.0%[activator],9.4%,-14.9%,9.0%,1.8%,-1.6,9.5%,3.0%
O=C(CCCC(=O)NCc1ccccc1)NCc1ccccc1,i,26.3%,-0.6%,-15.5%,-1.6%,0.3%,2.5,-5.1%,-8.3%
O=C(NCc1n[nH]c(=S)n1-c1ccccc1Cl)c1ccc(S(=O)(=O)N2CCCCC2)cc1,-9.0%,37.8%[activator],3.5%,3.2%,0.7%,-5.3%,-6.2,-18.9%,-11.1%
CCc1ccc(N(CC)C(=O)c2ccc3c(=O)n4c(nc3c2)CCCCC4)cc1,.,16.8%,.,-6.4%,-5.4%,-0.6%,2.4,-9.5%,0.2%
CC(C)C(C(=O)OCC(=O)c1cccc([N+](=O)[O-])c1)N1C(=O)[C@@H]2[C@H]3CC[C@H](C3)[C@@H]2C1=O (stereo partly specified),i,1.4%,8.9%,-8.8%,-9.6%,-0.1%,8.2,-6.9%,-1.2%
CN(C)CCN(C(=O)c1ccccc1Cl)c1nc2c(Cl)cccc2s1,1.6%,?,7.5%,-1.9%,-6.3%,-1.6%,-2.4,-3.8%,1.6%

# Look-ups from the list:
# `O=C(CCCC(=O)NCc1ccccc1)NCc1ccccc1` | GLS inh = -8.3%
# `CN(C)CCN(C(=O)c1ccccc1Cl)c1nc2c(Cl)cccc2s1` | TrxR1 inh = -3.8%

# Assay outcomes (PubChem BioAssay)

# Not all compounds are listed. The share of hits here may be higher or lower than overall.
